Compound activity (PubChem BioAssay)
HCV inh – HCV inhibition. Huh7.5.1 HCVcc-Cre infection, luciferase reporter, 44 h. Potency, µM (titrated, usually from 41.8 µM), inactives show at the top dose activity change, negative = inhibition, usual class: inhibitors. actives 3.4% (n = 340,000). AID 651820; further: potency means the concentration at half of the fitted maximal effect; on the % scale 0 is the no-effect control and ±100 the full control effect
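After 44 h co-culture of compound, cells and HCVcc-Cre (~0.5 moi), substrate is added for 15 min at room temperature and luciferase measured over 15 sec. Cells were seeded at 1,000/well and pre-cultured 4 h.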
LmPK inhibitor – LmPK (Leishmania mexicana) enzyme inhibition. purified LmPK, Kinase-Glo ATP luminescence, 1 h. Potency, µM (top dose mostly 57.5 µM), for the others: at the top dose activity change, negative = inhibition, most hits filed as inhibitors. actives 0.37% (n = 290,000). AID 1721; further: potency means the concentration at half of the fitted maximal effect; on the % scale 0 is the no-effect control and ±100 the full control effect
Target sequence (Q27686 whole entry, looked up): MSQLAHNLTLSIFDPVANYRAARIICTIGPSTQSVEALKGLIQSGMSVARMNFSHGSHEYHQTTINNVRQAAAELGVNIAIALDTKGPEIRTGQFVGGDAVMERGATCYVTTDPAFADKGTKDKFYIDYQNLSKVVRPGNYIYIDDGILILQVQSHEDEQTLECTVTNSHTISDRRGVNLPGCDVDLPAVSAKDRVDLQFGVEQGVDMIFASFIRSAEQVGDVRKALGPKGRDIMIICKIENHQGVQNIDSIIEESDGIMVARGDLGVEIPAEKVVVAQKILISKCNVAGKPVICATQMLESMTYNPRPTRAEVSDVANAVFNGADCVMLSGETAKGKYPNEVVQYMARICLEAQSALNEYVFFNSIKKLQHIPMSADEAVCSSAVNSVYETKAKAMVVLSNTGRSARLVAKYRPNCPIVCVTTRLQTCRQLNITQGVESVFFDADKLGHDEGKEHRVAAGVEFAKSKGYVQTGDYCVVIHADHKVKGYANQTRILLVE
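Kinase-Glo luminescence read after 1 h RT reaction of 0.1 nM LmPK with 0.5 mM PEP and 0.1 mM ADP. Activity scaled between uninhibited and enzyme-free controls.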
Pf growth 96h – inhibits malaria parasite growth, 96 h | AID 504834 | P. falciparum luciferase reporter growth, 96 h | actives 6.9% (n = 320,000) | Potency, µM (doses to about 28.7 µM), without a hit: at the highest dose activity change, negative = inhibition, most hits filed as inhibitors; further: potency means the concentration at half of the fitted maximal effect; on the % scale 0 is the no-effect control and ±100 the full control effect
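Two parasite generations (96 h, 37 C, 5% CO2) of compound exposure in infected erythrocytes (0.05% parasitemia, 2% hematocrit). Luciferase-reporter P. falciparum; decreased luminescence indicates inhibited growth, aimed at apicoplast-acting delayed death.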
Shiga inhibitor – blocks Shiga toxin action in Vero cells. inhibition, % at 38.7 µM. actives 9.2% (n = 290,000). Vero cells, Shiga toxin protein synthesis inhibition reporter; in the data active means inhibition mostly above about 28%, no sharp cut-off; inactive means mostly below about 43%; further: 0% is about no effect
TbPYK inhibitor – T. brucei pyruvate kinase inhibition | Q57TT1 | TbPYK enzyme, Kinase-Glo Plus ATP luminescence, 45 min | Potency, µM (series often up to 76.8 µM), without a hit: top-dose activity, negative = inhibition, usual class: inhibitors | actives 0.12% (n = 410,000) | AID 624173; further: potency means the concentration at half of the fitted maximal effect; on the % scale 0 is the no-effect control and ±100 the full control effect; nearly all actives have a fitted effect of over 50% in size
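Luminescence from Kinase-Glo Plus, added after a 45-minute room-temperature reaction, served as the end-point read-out. The enzyme and substrate were preincubated with compound before ADP (130 uM final) initiated turnover. Concentration-effect curves came from normalized qHTS data.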
Pf growth 48h – P. falciparum growth inhibition at 48 hours (one generation) | P. falciparum luciferase growth in erythrocytes, 48 h | actives 5.9% (n = 310,000) | Potency, µM (titrated, usually from 28.7 µM), without a hit: at the top dose activity change, negative = inhibition, usual class: inhibitors; further: potency means the concentration at half of the fitted maximal effect; on the % scale 0 is the no-effect control and ±100 the full control effect
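Read-out is firefly luciferase luminescence from an integrated reporter in P. falciparum, so falling signal marks reduced parasite growth. Infected erythrocytes were at 2% hematocrit and 0.1% parasitemia (final) in Albumax-supplemented RPMI 1640.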
CHX counter – counter-screen hit for Shiga toxin inhibitors, cycloheximide; cell reporter, cycloheximide protein synthesis inhibition counterscreen; max response, %; actives 12% (n = 300,000); AID 2314; in the data active means max response mostly above about 13%, no sharp cut-off; inactive means mostly below about 14%; further: read at 38.3 µM for the half of the compounds with a filed dose; 0% is about no effect
* hit, by the source's call; ? = inconclusive; · = not tested or not shown; [ ] = dose if it differs, or a comment. Unless noted, the call rests on the fitted dose curve; in most records, active means well fitted curve in the direction sought with a large enough effect; inconclusive means small, poorly fitted or top-dose-only effect, or another doubt; inactive means no such curve, though single readings can be large; an effect the other way counts as inactive or inconclusive.

SMILES	CHX counter	HCV inh	TbPYK inhibitor	Pf growth 48h	Shiga inhibitor	Pf growth 96h	LmPK inhibitor
N#Cc1c(/N=C/N2CCCC2)oc(-c2ccccc2)c1-c1ccccc1	-2	14µM*	-2%	4.7µM*	5	1%	1%
CCOC(=O)C(Cc1ccccc1)c1ccnc2ncnn12 (configuration not stated)	-2	-2%	-1%	-21%	30	-21%	0%
CCCN(CC1CC1)S(=O)(=O)c1ccc(-n2cnnn2)c(OC)c1	8	-7%	2%	·	-11	?	-11%
CC[C@H](C)[C@@H]1NC(=O)c2cc([N+](=O)[O-])cc(F)c2NCCCC[C@@H](C(N)=O)NC(=O)[C@H](CC(N)=O)NC1=O	-4	6%	-5%	8%	-13	3%	5%
CCCC(=O)Nc1nc2ccc(NC(=O)c3c(F)c(F)c(OC)c(F)c3F)cc2s1	-2	?	-2%	?	-16	?	1%
O=C(Cn1nc(Cc2cccnc2)c2ccccc2c1=O)NCC1CCCO1 (configuration not stated)	-3	-20%	-1%	10%	-5	9.3µM*	0%
Cc1nc2ccccc2n1CCCOc1ccccc1	21*	?	-6%	250%[activator]	47*	?	-4%
COc1cccc(OCC(O)CN2CCN(CCN3C(=O)c4cccc5cccc(c45)C3=O)CC2)c1 (configuration not stated)	6	?	-1%	?	-6	2%	-2%
O=C(CC1C(=O)NCCN1CC1CCCCC1)NCCc1ccc(F)cc1 (configuration not stated)	-2	?	-1%	8%	13	9%	-7%
CCOP(=O)(OCC)C(Nc1cccc(C(F)(F)F)c1)c1ccc(F)cc1 (configuration not stated)	-3	1%	3%	?	3	?	4%
CCOC(=O)C1CN(S(=O)(=O)c2ccc(C)cc2)c2ccccc2O1 (configuration not stated)	2	26%	0%	-19%	-3	-10%	-4%
CCOC(=O)CCCCC(=O)c1[nH]c(=O)[nH]c1Cn1ccnc1	7	14%	-6%	0.47µM*	13	·	4%
CCn1c(SCC(=O)O)nnc1C1CCCCC1	-2	5%	-16%	9%	32	·	-4%
Cc1ccc2c(c1)cc(CN(Cc1ccc3c(c1)OCO3)C(=O)c1cnccn1)c1nnnn12	-3	?	-8%	-15%	28	·	4%
Cc1cc(NC(=O)/C=C/c2ccc(Br)cc2)no1	7	-9%	-5%	?	56*	?	-5%

Continued:
SMILES	CHX counter	HCV inh	TbPYK inhibitor	Pf growth 48h	Shiga inhibitor	Pf growth 96h	LmPK inhibitor
Cc1cccc(N(C(=O)Cn2nnc3ccccc32)C(C(=O)NC(C)(C)C)c2ccsc2)c1C (configuration not stated)	5	-3%	-1%	?	22	?	1%
Cc1ccc2[nH]cc(S(=O)(=O)c3ccc(F)cc3)c(=O)c2c1	0	-16%	-9%	27%	11	-21%	4%
COC(=O)c1ccc(C(=O)OC)c(NC(=O)C(C)(C)C)c1	-2	-23%	2%	-2%	2	5%[5.75 µM]	1%
COc1ccc(N2CCN(C(=O)c3cccc(N4C(=O)C5C6C=CC(C6)C5C4=O)c3)CC2)cc1 (configuration not stated)	1	4%	0%	10µM*	-4	61%[activator]	2%
Cc1ccc(NC(=O)CSc2nc(C)c(C)c(C)n2)c([N+](=O)[O-])c1	3	-1%	-15%	-2%	-11	10%	-2%
CN(CC(=O)Nc1ccc(F)cc1)C(=O)CSc1nncs1	4	13%	-15%	10%	10	1%	-7%
CC(C)(C)C1CCC2(CC1)C(C#N)=C(SCC(=O)Nc1ccccc1)NC(=O)C2C#N (configuration not stated)	7	?	-3%	?	25	·	10%
Cc1nc2ccccc2c(=O)n1NC(=O)Cc1ccc([N+](=O)[O-])cc1	-2	11%	6%	36%[activator]	-12	-27%	2%
O=C(N/N=C\c1cc(Br)ccc1O)c1ccc(S(=O)(=O)N2CCCCC2)cc1	-1	3.5µM*	1%	5.2µM*	-10	-11%	1%
C=C(C)c1cccc(C(C)(C)NC(=O)NC2CCN(Cc3ccccc3)CC2)c1	-7	?	3%	·	2	?	-1%
O=C(CSc1nc(=O)n2cc(Cl)ccc2n1)Nc1cccc2ccccc12	·	?	3%	?	·	-2%	·
COc1ccc(N2C(=O)c3ccccc3NC2c2cccnc2)cc1 (configuration not stated)	8	20%	0%	57%[activator]	25	113%[activator]	2%
CCOc1ccc(NC(=O)NC(=O)N(C)S(=O)(=O)c2ccc(C)cc2)cc1	-3	20%	5%	12%	19	-20%	7%[11.5 µM]
O=C(COC(=O)CSc1ccc(F)cc1)NNC(=O)c1ccc([N+](=O)[O-])cc1	·	7%	-5%	3%	·	28%	·
N/C(=N\OC(=O)c1ccc(OCC(F)(F)F)nc1)c1ccc(Cl)cc1	-1	9%	3%	-37%	-4	?	-2%

(listing goes on)
SMILES	CHX counter	HCV inh	TbPYK inhibitor	Pf growth 48h	Shiga inhibitor	Pf growth 96h	LmPK inhibitor
CCNC(=S)N(Cc1ccco1)Cc1cc2cc(OCC)ccc2[nH]c1=O	5	?	-8%	?	-2	6%	-1%
Fc1cccc(-c2cc3nc4c(c(NCc5ccco5)n3n2)CCCC4)c1	39*	?	-11%	-33%	87*	-24%	-7%
COc1ccccc1C(=O)Nc1ccc(C(=O)N2CCCCC2)cc1	13*	16%	5%	-25%	-1	6%	-5%
Nc1nc(C23CC4CC(CC(Cl)(C4)C2)C3)cs1	6	5%	-3%	13%	23	9%	-2%
Cn1c(C(=O)NCC2CCCO2)cc2c(=O)n(C)c3ccccc3c21 (configuration not stated)	-3	4%	-3%	13%	11	?	-1%
O=c1oc2ccccc2c(O)c1CN1CCCCC1	-3	12%	·	35%[activator]	9	15µM*	1%
CC(C)(C)c1cc2ncnc(N3CCCCC3)c2s1	0	?	0%	-19%	4	?	-1%
CC1CCN(S(=O)(=O)c2ccc3c(c2)c(=O)c(C(=O)NC2CCCC2)cn3C)CC1	-3	16%	1%	35%[activator]	-7	?	3%
COC(=O)CN1C(=S)N(Cc2ccccc2)C(=O)C1CC(=O)Nc1ccc(Br)cc1 (configuration not stated)	-2	-10%	1%	15µM*	-22	?	3%
CC(NS(=O)(=O)c1ccc(NC(=O)N2CCCCC2)cc1)c1ccccc1 (configuration not stated)	-3	·	-2%	-15%	-2	?	5%
Cc1ccc(NC(=O)C2CCN(S(=O)(=O)c3ccc4c(c3)oc(=O)n4C)CC2)cc1	-1	2%	-4%	?	-13	-8%	8%
Cc1ccc(S(=O)(=O)Nc2nccs2)cc1[N+](=O)[O-]	-3	14%	0%	-13%	-4	?	0%
O=c1[nH]c(C2CCN(S(=O)(=O)c3ccc(C(F)(F)F)cc3)CC2)nc2c1nnn2Cc1ccccc1	-4	-3%	4%	?	-10	?	1%
O=c1[nH]c(=O)n(CCc2ccc(F)cc2)c(O)c1C=NCCCn1ccnc1	-1	3%	-2%	-5%	3	-8%	-6%
CC(NC(=O)CCCCCCN1C(=O)c2ccccc2C1=O)c1ccc2c(c1)CCCC2 (configuration not stated)	2	?	-1%	-25%	-5	?	2%

Ordered by number of heavy atoms (largest number first): eleven of the compounds above.
SMILES	CHX counter	HCV inh	TbPYK inhibitor	Pf growth 48h	Shiga inhibitor	Pf growth 96h	LmPK inhibitor
O=c1[nH]c(C2CCN(S(=O)(=O)c3ccc(C(F)(F)F)cc3)CC2)nc2c1nnn2Cc1ccccc1	-4	-3%	4%	?	-10	?	1%
Cc1cccc(N(C(=O)Cn2nnc3ccccc32)C(C(=O)NC(C)(C)C)c2ccsc2)c1C (configuration not stated)	5	-3%	-1%	?	22	?	1%
CC(C)(C)C1CCC2(CC1)C(C#N)=C(SCC(=O)Nc1ccccc1)NC(=O)C2C#N (configuration not stated)	7	?	-3%	?	25	·	10%
CC1CCN(S(=O)(=O)c2ccc3c(c2)c(=O)c(C(=O)NC2CCCC2)cn3C)CC1	-3	16%	1%	35%[activator]	-7	?	3%
C=C(C)c1cccc(C(C)(C)NC(=O)NC2CCN(Cc3ccccc3)CC2)c1	-7	?	3%	·	2	?	-1%
O=C(Cn1nc(Cc2cccnc2)c2ccccc2c1=O)NCC1CCCO1 (configuration not stated)	-3	-20%	-1%	10%	-5	9.3µM*	0%
CC(NS(=O)(=O)c1ccc(NC(=O)N2CCCCC2)cc1)c1ccccc1 (configuration not stated)	-3	·	-2%	-15%	-2	?	5%
N#Cc1c(/N=C/N2CCCC2)oc(-c2ccccc2)c1-c1ccccc1	-2	14µM*	-2%	4.7µM*	5	1%	1%
CCOC(=O)C1CN(S(=O)(=O)c2ccc(C)cc2)c2ccccc2O1 (configuration not stated)	2	26%	0%	-19%	-3	-10%	-4%
Cc1ccc(NC(=O)CSc2nc(C)c(C)c(C)n2)c([N+](=O)[O-])c1	3	-1%	-15%	-2%	-11	10%	-2%
O=c1oc2ccccc2c(O)c1CN1CCCCC1	-3	12%	·	35%[activator]	9	15µM*	1%

Carrying on.
SMILES	CHX counter	HCV inh	TbPYK inhibitor	Pf growth 48h	Shiga inhibitor	Pf growth 96h	LmPK inhibitor
CSc1ccc(NC(=O)Nc2cccn(Cc3ccccc3F)c2=O)cc1	4	3.5µM*	-1%	2%	-1	13%	-12%
CN(C)C(CNC(=O)c1cccs1)c1ccco1 (configuration not stated)	·	2%	0%	5%	·	-11%	·
CCOC(=O)C1CCCN(C(=O)c2c(-c3ccccc3Cl)noc2C)C1 (configuration not stated)	0	-1%	-5%	17%	-7	·	2%
Cn1c(N)c(C(=O)CSc2n[nH]c(N)n2)c(=O)n(C)c1=O	·	-6%	1%	38%[activator]	·	15%	·
CCCc1nc(N2CCCC2)c(C#N)c2c1CCCC2	-5	?	0%	16%	-21	?	-1%
Cc1ccccc1C(=O)NC1CCN(CC(=O)NCc2ccccc2)CC1	-4	0%	-8%	-13%	-2	1%	5%
CC(C)OC(=O)Nc1ccc(Oc2c(F)c(F)c(F)c(F)c2F)cc1	12	-27%	4%	?	4	?	1%
Cc1ccc(NC(=O)C(C)OC(=O)c2ccc(NC(=O)CC#N)cc2)cc1S(=O)(=O)N1CCOCC1 (configuration not stated)	·	26%	2%	?	·	?	·
Cc1noc(C)c1CSc1nnc2cc(C)c3ccccc3n12	-2	13%	-16%	23%	-10	0%	-3%
C[C@]12CC[C@H]3[C@@H](CCC4=CC(=O)CC[C@@]43O)[C@@H]1CCC2=O	1	7%	-3%	-1%	-9	-5%	-1%
O=C(Nc1c(Cl)cccc1Cl)c1cc(-c2ccco2)on1	15	?	-6%	-24%	21	68%[activator]	-1%
